IMPase Li cell: qHTS Assay for Identifying the Cell-Membrane Permeable IMPase Inhibitors: Potentiation with Lithium. CHO-M1 cells, IP1 TR-FRET (IP-One), carbachol + lithium. Potency, µM (top dose mostly 59.4 µM), inactives show top-dose activity, negative = IMPase inhibition, usual class: inhibitors. hit rate 0.35% among 210,000. AID 1457, 2008;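 further: IP1 builds up when IMPase is blocked and the TR-FRET signal falls; potency means the concentration at half of the fitted maximal effect; plate controls were basal vehicle for no effect and high inhibitor control for full effect; nearly all actives have a fitted effect of over 50% in size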
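Lithium-sensitised IP1 accumulation assay; M1-expressing CHO cells treated 30 min at 37C with compound. Competitive antibody detection by time-resolved FRET followed a 10 min room-temperature lysis step.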
Epigenetic derep: Quantitative High-Throughput Screen for Regulators of Epigenetic Control | murine LDR cells, GFP reporter derepression, 30 h | Potency, µM (highest dose often 53.9 µM), for inactives: top-dose GFP activation, most hits filed as activators | hit rate 0.2% among 280,000 | AID 1865, 2009; further: potency means the concentration at half of the fitted maximal effect; % of control where 0% means no effect; nearly all actives have a fitted effect of over 60% in size
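In this reporter-derepression format, murine cells bearing a silenced integrated CMV-GFP locus incubate with test compound (30 h, 37 C), then are washed and imaged; fluorescent objects of 20–120 um count as induced cells.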
L3MBTL1 inh: qHTS Assay for the Inhibitors of L3MBTL1. Lethal(3)malignant brain tumor-like protein 1 (Homo sapiens), Q9Y468. AlphaScreen L3MBTL1–H3K9me1 peptide binding. Potency, µM (series often up to 57.1 µM), inactives show at the highest dose activity, negative = inhibition, hits mostly inhibitors. hit rate 0.66% among 230,000. AID 485360, 2010; further: potency means the concentration at half of the fitted maximal effect; on the % scale 0 is the no-effect control and ±100 the full control effect; nearly all actives have a fitted effect of over 60% in size
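Read-out is AlphaScreen signal from streptavidin donor and nickel chelate acceptor beads (10 ug/mL final each) bridging L3MBTL1 (50 nM) and biotinylated K9-monomethylated H3(1-15) peptide (75 nM), after 30 min compound exposure at room temperature.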
KinaseGlo FLuc: Counterscreen for Luciferase (Kinase-Glo TM) Inhibition. Potency, µM (highest dose often 38.3 µM), inactives show top-dose activity change, negative = inhibition, hits mostly inhibitors. Kinase-Glo luciferase, ATP luminescence, 8 min. hit rate 0.28% among 200,000. Luciferin 4-monooxygenase (Photuris pensylvanica), Q27757; further: potency means the concentration at half of the fitted maximal effect; on the % scale 0 is the no-effect control and ±100 the full control effect; nearly all actives have a fitted effect of over 60% in size
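Inhibition of Kinase-Glo luciferase light generation was assessed at 10 uM ATP in pH 7.2 imidazole buffer, with luminescence measured after eight minutes at ambient temperature.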
CBFb RUNX1 block: qHTS Assay for Compounds Blocking the Interaction Between CBF-beta and RUNX1 for the Treatment of Acute Myeloid Leukemia | Runt-related transcription factor 1 (Homo sapiens) + Core-binding factor subunit beta … | AlphaScreen CBFb-His/RUNX1-biotin binding, biochemical | Potency, µM (top dose mostly 59.8 µM), for inactives: at the top dose activity, negative = inhibition, most hits filed as inhibitors | 230,000 tested, under 10 active; further: % of control where 0% means no effect
Target sequence (Q01196 whole entry, looked up): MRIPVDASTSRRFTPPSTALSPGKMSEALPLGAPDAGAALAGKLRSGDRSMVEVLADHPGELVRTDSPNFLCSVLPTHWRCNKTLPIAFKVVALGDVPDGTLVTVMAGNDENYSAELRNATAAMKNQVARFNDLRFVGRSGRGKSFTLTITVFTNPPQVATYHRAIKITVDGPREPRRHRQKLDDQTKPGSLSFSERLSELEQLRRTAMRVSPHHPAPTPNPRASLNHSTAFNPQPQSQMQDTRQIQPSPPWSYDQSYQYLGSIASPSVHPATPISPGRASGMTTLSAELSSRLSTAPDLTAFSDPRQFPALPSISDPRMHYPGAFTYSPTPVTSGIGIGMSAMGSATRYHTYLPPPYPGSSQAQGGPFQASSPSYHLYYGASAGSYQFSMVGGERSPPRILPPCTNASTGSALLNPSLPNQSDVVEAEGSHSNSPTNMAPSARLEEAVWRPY
Target sequence (Q13951 whole entry, looked up): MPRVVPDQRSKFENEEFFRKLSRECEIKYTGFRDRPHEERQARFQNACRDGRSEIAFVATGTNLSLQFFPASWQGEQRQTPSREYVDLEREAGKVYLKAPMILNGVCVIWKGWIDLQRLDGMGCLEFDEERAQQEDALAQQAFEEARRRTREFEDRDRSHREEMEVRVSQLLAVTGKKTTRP
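AlphaScreen proximity signal reports loss of binding between His-tagged CBF-beta and biotin-labelled RUNX1, each at 30 nM. Proteins are pre-associated for 20 minutes, compounds added for 15 minutes, then beads for 90 minutes, all at ambient temperature.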
HttQ103 aggreg: qHTS Multiplex Assay to Identify Dual Action Probes in a Cell Model of Huntington: Aggregate Formation (GFP); PC12 HttQ103-GFP aggregates, Acumen cytometry, 40 h; Potency, µM (highest dose often 46.1 µM), for inactives: at the top dose activity change, negative = inhibition, most hits filed as inhibitors; hit rate 1.1% among 220,000; further: potency means the concentration at half of the fitted maximal effect; on the % scale 0 is the no-effect control and ±100 the full control effect; nearly all actives have a fitted effect of over 60% in size
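Compounds (qHTS titration) were added to PC12 cells expressing an ecdysone-driven HTT exon 1 Q103–GFP fusion after induction with 100 nM tebufenozide. Aggregate formation was measured as GFP objects in cell lysates.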
NPSR antagonist: qHTS Assay for Antagonists of the Neuropeptide S Receptor: cAMP Signal Transduction; Potency, µM (top dose mostly 38.3 µM), inactives show at the highest dose activity change, negative = inhibition, usual class: inhibitors; hit rate 1% among 220,000; Q6W5P4; AID 1461, 2008; CHO-NPSR cells, cAMP TR-FRET, antagonist mode; further: potency means the concentration at half of the fitted maximal effect; on the % scale 0 is the no-effect control and ±100 the full control effect; nearly all actives have a fitted effect of over 50% in size; many of its hits are not listed in these tables
Target sequence (Q6W5P4 whole entry, looked up): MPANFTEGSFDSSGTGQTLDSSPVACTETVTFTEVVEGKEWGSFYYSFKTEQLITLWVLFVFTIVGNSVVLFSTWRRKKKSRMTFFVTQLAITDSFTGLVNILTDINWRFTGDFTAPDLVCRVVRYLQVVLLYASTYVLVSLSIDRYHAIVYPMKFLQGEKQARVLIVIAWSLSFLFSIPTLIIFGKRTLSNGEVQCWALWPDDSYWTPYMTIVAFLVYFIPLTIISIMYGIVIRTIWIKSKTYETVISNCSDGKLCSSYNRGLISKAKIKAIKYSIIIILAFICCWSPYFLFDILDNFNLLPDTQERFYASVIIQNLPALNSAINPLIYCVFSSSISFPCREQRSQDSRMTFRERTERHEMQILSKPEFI
* hit, by the source's call; ? = inconclusive; . = not tested or not shown; [ ] = remark or other dose. The call rests on the fitted dose curve; in most records, active means well fitted curve in the direction sought with a large enough effect; inconclusive means small, poorly fitted or top-dose-only effect, or another doubt; inactive means no such curve, though single readings can be large; an effect the other way counts as inactive or inconclusive.

SMILES	IMPase Li cell	Epigenetic derep	L3MBTL1 inh	KinaseGlo FLuc	CBFb RUNX1 block	HttQ103 aggreg	NPSR antagonist
CCOC(=O)c1c(C)[nH]c(C(=O)COC(=O)/C=C/c2ccc(OC(F)F)cc2)c1C	-4%	-3.8%	7%	1%	-2%	?	-1%
CCCNC(=O)CCn1c(-c2ccc(C)cc2)cc(C(=O)OCC)c1C	43%[activator][38.3 µM]	0.0%	.	-4%	-2%	3%	-16%[46.1 µM]
O=C1SCCc2c1n(Cc1ccccc1)c1ccccc21	-8%	3.9%	26%	-2%	?	?	?
CCCN(CCC)C(=S)NC1CC2C=CC1C2 (stereo unspecified)	.	-0.9%	.	.	12%	-4%[9.22 µM]	-7%
CCOC(=O)C1(CCOC)CCN(Cc2ccc3nonc3c2)CC1	.	-1.2%	7%	.	6%	0%[9.22 µM]	2%
Cc1c(Cl)cccc1NC(=S)N1CCN(Cc2ccccc2)CC1	-6%[38.3 µM]	-1.0%	-3%	0%	4%	-13%	-21%[46.1 µM]
Cc1ccc(S(=O)(=O)CC2CSc3nnc(C)c(=O)n32)cc1 (stereo unspecified)	5%[38.3 µM]	2.2%	2%	1%	10%	1%	9%[46.1 µM]
O=C(O)c1ccc(-c2nc(-c3ccccc3)cs2)cc1	-8%	-1.4%	3%	-7%	-7%	-6%	-18%
CC(C)(C)c1nc(CN2CCOCC2)ccc1O	10%	-4.6%	-13%	-2%	9%	-28%	8%[46.1 µM]
Cc1c(C(=O)NCc2ccc3c(c2)cc(C)n3C)cccc1[N+](=O)[O-]	-6%	0.4%	-6%	7%	-4%[2.36 µM]	1%	-2%
CC1=NN(c2ccccc2)C(=O)/C1=C\c1cc(C)n(C)c1C	.	?	?	.	-9%	6%[9.22 µM]	-34%
Cc1nn(-c2nnc(C)c(=O)[nH]2)c(C)c1SCC(=O)Nc1ccc(C(C)C)cc1	2%[38.3 µM]	0.0%	17%	2%	-3%	1%	-17%[46.1 µM]
CCCCOc1ccc(CSC(CC(=O)O)C(=O)O)cc1 (stereo unspecified)	-4%	0.8%	-5%	0%	-4%	-2%	0%[46.1 µM]
CC(=O)c1sc(NC(=O)c2ccc(F)cc2)nc1-c1ccccc1	-14%	?	11%	0%	0%	1%	?
Cc1ccc(NC(=O)[C@@H]2CCCN2S(=O)(=O)c2ccccc2F)cc1S(=O)(=O)N1CCOCC1	8%	-0.9%	5%	1%	8%	-13%	-10%

The last 3 compounds of the part above open the next one.
SMILES	IMPase Li cell	Epigenetic derep	L3MBTL1 inh	KinaseGlo FLuc	CBFb RUNX1 block	HttQ103 aggreg	NPSR antagonist
CCCCOc1ccc(CSC(CC(=O)O)C(=O)O)cc1 (stereo unspecified)	-4%	0.8%	-5%	0%	-4%	-2%	0%[46.1 µM]
CC(=O)c1sc(NC(=O)c2ccc(F)cc2)nc1-c1ccccc1	-14%	?	11%	0%	0%	1%	?
Cc1ccc(NC(=O)[C@@H]2CCCN2S(=O)(=O)c2ccccc2F)cc1S(=O)(=O)N1CCOCC1	8%	-0.9%	5%	1%	8%	-13%	-10%
CN(C)S(=O)(=O)c1cccc(-c2nn(-c3ccccc3)cc2/C=C(\C#N)c2nc3ccccc3[nH]2)c1	-3%	1.2%	17%	1%	5%	4%	-23%
CCc1ccc(N2CN(Cc3cccnc3)CNC2=S)cc1	.	1.2%	3%	.	0%	21%[9.22 µM]	-22%
COc1cc(C2=NOC(C(=O)Nc3ccc(C)cc3)C2)cc(OC)c1OC (stereo unspecified)	.	-1.0%	-1%	.	1%	-1%	-15%[46.1 µM]
O=C(CN(C(=O)CNC(=O)c1ccco1)c1ccc2c(c1)OCCO2)NC1CCCCC1	3%	1.7%	7%	0%	5%	25%[9.22 µM]	-15%
Cn1c(-n2c(CCN3C(=O)c4ccccc4C3=O)nc3ccccc3c2=O)nc2ccccc21	-4%[38.3 µM]	6.8%	-4%	-2%	0%	-14%	-22%[46.1 µM]
CC(C)N(c1ccccc1)c1ncnc(NCCC(=O)O)c1[N+](=O)[O-]	-6%[38.3 µM]	-5.8%	5%	3%	7%	6%	-14%[46.1 µM]
CN(C(=O)COC(=O)c1ccc2ccccc2n1)C1CCS(=O)(=O)C1 (stereo unspecified)	6%	1.2%	8%	-1%	-4%	8%	4%
CC(C)(C)n1nnc(CCc2nnn(C(C)(C)C)n2)n1	-16%[38.3 µM]	-1.6%	2%	4%	-2%	-8%	-5%[46.1 µM]
Cc1ccc(C)c(NC(=O)CN2C(=O)CNC2=O)c1	26%[38.3 µM]	-1.0%	.	-2%	2%	23%	1%[46.1 µM]
CCOC(=O)c1c(C)[nH]c(NC(=O)N2CCOCC2)c1C	-2%[38.3 µM]	1.2%	2%	15%	5%	13%	5%[7.67 µM]
CCN1CCN(CC(=O)NC2CCCC2)C(=O)C1=O	6%[38.3 µM]	-0.9%	.	-5%	2%	1%	1%[46.1 µM]
CCOc1ccc2[nH]c3c(N4CCc5ccccc5C4)ncnc3c2c1	.	-0.1%	?	.	-12%	4%[9.22 µM]	?
Cc1cc(C)cc(OCC(=O)Nc2nonc2NC(=O)COc2cc(C)cc(C)c2)c1	3%	-0.9%	-3%	1%	-3%	7%	-9%[46.1 µM]
CCOc1ccc(OCC)c(NC(=O)CSc2nc3c(c(=O)n(C)c(=O)n3C)n2C)c1	4%[38.3 µM]	-0.8%	-1%	1%	7%	3%	8%[46.1 µM]
O=C(CCCOc1ccccc1)NC(=S)Nc1ccccc1	1%	0.0%	-1%	-4%	0%	.	-15%
Cc1ccc(OCc2nnc(SCc3ccc(C#N)cc3)n2-c2ccc(C)cc2)cc1	11%[38.3 µM]	-1.0%	.	-5%	-1%	?	?
COCCn1c(SCC(=O)c2ccc(CNC(C)=O)o2)nc2ccccc2c1=O	-5%[38.3 µM]	3.4%	-3%	6%	-4%	0%	-3%[46.1 µM]
O=C(NCc1ccco1)C1CCC(N2C(=O)c3ccccc3C2=O)CC1 (stereo unspecified)	-1%[38.3 µM]	0.0%	-1%	1%	5%	-8%	-12%[46.1 µM]
CCOc1cc2[nH]c(=S)n(CCC(=O)N3CCc4ccccc4C3)c(=O)c2cc1OCC	-1%[38.3 µM]	0.0%	2%	2%	2%	14%	-3%[46.1 µM]
Cc1cc(C)c2c(N)c(C(=O)N3CCc4ccccc4C3)sc2n1	0%	-1.1%	1%	-10%	9%	-10%[9.22 µM]	31%
COc1ccc(C(C)=O)cc1CN1C(=O)NC2(CCCCCCC2)C1=O	7%	-2.9%	.	-2%	-3%	-7%	-8%
Cc1cccc2c1N(C(=O)CN1C(=O)c3ccccc3C1=O)C(C)(C)c1ssc(=S)c1-2	-3%	0.0%	27%	-2%	?	4%	3%
Cc1ccc2nc(-c3ccccc3)cn2c1	-6%[38.3 µM]	0.0%	-4%	8.9µM*	-1%	12%	-1%[46.1 µM]
C=CCn1c(SCC(=O)N2CCOCC2)nc2scc(-c3ccco3)c2c1=O	2%[38.3 µM]	-1.1%	?	12%	-14%	-6%	-19%[46.1 µM]
COc1ccc(S(=O)(=O)N(C)CC(=O)N2CCN(Cc3ccccc3)CC2)cc1C	35%[38.3 µM]	-2.9%	.	-3%	-3%	-17%	2%[46.1 µM]
O=S(=O)(NCc1cccs1)c1cccc(S(=O)(=O)N2CCCCC2)c1	0%[38.3 µM]	1.2%	20%	1%	6%	-14%	-17%[46.1 µM]
COC(=O)c1ccccc1NC(=O)Nc1ccc(C(=O)N2CCCC2)cc1	-8%[38.3 µM]	1.3%	1%	-11%	0%	20%	4%[46.1 µM]
Cc1ccc(C)c(S(=O)(=O)Nc2ccc(O)c(C(=O)O)c2)c1	-1%	4.1%	-2%	4%	-4%	-6%	9%
CCOc1ccc(C2CC(c3cccc(OC)c3)n3nc(N)nc3N2)cc1 (stereo unspecified)	22%[38.3 µM]	-0.8%	-6%	2%	9%	0%	-12%[46.1 µM]
CCOc1ccc(C2C(C(=O)c3ccc(C)o3)=C(O)C(=O)N2CCN2CCOCC2)cc1OC (stereo unspecified)	.	-6.1%	-2%	.	7%	15%	3%[46.1 µM]
O=C(CNC(=O)c1ccccc1F)OCc1nc2ccccc2s1	-2%	-4.2%	-1%	-4%	10%	4%	8%
O=S(=O)(CCc1nc2ccccc2s1)c1ccc2ccccc2c1	28%[38.3 µM]	-0.7%	.	-1%	?	?	-16%[46.1 µM]
O=C(OC(C(=O)Nc1ccc(Cl)cc1C(F)(F)F)c1ccccc1)c1c(Cl)cccc1Cl (stereo unspecified)	15%	-0.1%	11%	6%	?	-7%	-57%
Cc1cc(C(=O)Nc2cnn(Cc3ccc(Cl)cc3Cl)c2)no1	11%[38.3 µM]	1.4%	6%	-1%	4%	-3%	-21%[46.1 µM]
CCOc1ccc(C(=O)CSc2nnc(N)s2)cc1	6%[38.3 µM]	-0.7%	0%	-4%	-2%	9%	-3%[46.1 µM]
Cc1nc2ccccc2c(=O)[nH]1	17%[38.3 µM]	0.1%	.	-3%	4%	3%	2%[46.1 µM]
CCC(=O)N(CCc1ccc(OC)c(OC)c1)Cc1cc2ccc(C)cc2n2nnnc12	7%	2.1%	11%	-1%	4%	.	-13%
COC(=O)CCCC[C@H]1SC[C@H]2NC(=O)N[C@]21O	10%[38.3 µM]	0.0%	2.2µM*	1%	-26%	-10%	-9%[46.1 µM]
COc1cccc(CNC(=O)CSc2ccc(-c3ccncc3)nn2)c1	9%	-1.2%	.	-2%	10%	-4%	10%
COc1cccc(C2=NOC(C(=O)Nc3cccnc3)C2)c1 (stereo unspecified)	-2%[38.3 µM]	0.0%	4%	-2%	2%	-7%	-11%[46.1 µM]
O=C(Cc1c(F)cccc1Cl)Nc1nc2ccccc2s1	12%	-0.5%	-2%	1%	-4%	-21%	-35%
CCOC(=O)C1=C(C(C)=O)C(c2cccnc2)C(C#N)=C(N)O1 (stereo unspecified)	20%[38.3 µM]	0.0%	6%[11.4 µM]	0%	8%	-8%	-5%[46.1 µM]

Assay outcomes as filed in PubChem BioAssay.

An excerpt, so the mix of outcomes need not match the whole.
